HRas wt GTP bind = changes GTP binding to wildtype human HRas; GST-Ras wt beads, Bodipy-FL-GTP binding, flow cytometry; actives lie on both sides; GTP binding activity, % at 10 µM; hit rate 0.14% among 190,000;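 active means GTP binding activity at least 20% away from the 100% baseline, either lowered as inhibitor or raised as activator; inconclusive means flagged as likely green fluorescent, judged across all proteins in the well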;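 further: 0% = unlabeled GTP competition control and 100% = no-compound control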
Target sequence (P01112 whole entry, looked up): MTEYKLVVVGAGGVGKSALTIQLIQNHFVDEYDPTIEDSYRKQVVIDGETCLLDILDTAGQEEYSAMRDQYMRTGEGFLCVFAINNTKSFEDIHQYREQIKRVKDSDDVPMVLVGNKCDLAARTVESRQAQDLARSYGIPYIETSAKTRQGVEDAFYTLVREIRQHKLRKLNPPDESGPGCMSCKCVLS
Rab2 wt GTP = changes GTP binding to wildtype dog Rab2A, up or down | AID 760 | hit rate 0.19% among 190,000 | GST-Rab2 wt beads, Bodipy-GTP binding, flow cytometry | P61105 | GTP binding activity, % at 10 µM;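 active means GTP binding activity at least 20 points away from 100%, either lowered or raised; inconclusive means signal likely due to the compound's own green fluorescence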;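 further: 0% = beads with excess unlabeled GTP and 100% = no-compound control corrected for plate trend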
Mcl1 Noxa PPI = disrupts binding of human Mcl-1 to Noxa peptide. Q07820. TR-FRET Mcl-1/Noxa peptide binding, 2 h. inhibition, % at 21.7 µM. hit rate 1.5% among 220,000;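 active means compounds that cut the protein-peptide binding signal by more than 50% relative to plate controls in a single-dose test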;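 further: His-tagged Mcl-1 with rhodamine Noxa BH3 peptide and terbium anti-His antibody; 0% = Mcl-1 plus Noxa peptide wells and 100% = peptide-only wells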
Target sequence (Q07820 whole entry, looked up): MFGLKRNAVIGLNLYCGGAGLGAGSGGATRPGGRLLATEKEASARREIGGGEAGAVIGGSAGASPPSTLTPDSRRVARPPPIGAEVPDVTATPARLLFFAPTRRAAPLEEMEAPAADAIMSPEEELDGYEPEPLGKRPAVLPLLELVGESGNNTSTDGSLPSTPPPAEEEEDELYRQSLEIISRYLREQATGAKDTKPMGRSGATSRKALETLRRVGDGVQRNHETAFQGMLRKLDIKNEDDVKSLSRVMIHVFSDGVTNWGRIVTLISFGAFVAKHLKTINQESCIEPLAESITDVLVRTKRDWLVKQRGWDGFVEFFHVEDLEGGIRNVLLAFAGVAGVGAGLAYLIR
Cdc42 wt GTP = changes GTP binding to wildtype human Cdc42; P60953; GST-Cdc42 beads, Bodipy-GTP binding, flow cytometry; actives lie on both sides; percent activity (GTP binding), % at 10 µM; hit rate 0.2% among 190,000;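 active means percent activity GTP binding at least 20 points away from the 100% baseline, either down as inhibitor or up as activator; inconclusive means compound flagged as likely green fluorescent from well-wide comparison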;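 further: median bead fluorescence of bound Bodipy-FL-GTP at 100 nM; 0% = excess unlabeled GTP control and 100% = no compound control; below 100% means less GTP binding so inhibitor and above means activator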
Target sequence (P60953 whole entry, looked up): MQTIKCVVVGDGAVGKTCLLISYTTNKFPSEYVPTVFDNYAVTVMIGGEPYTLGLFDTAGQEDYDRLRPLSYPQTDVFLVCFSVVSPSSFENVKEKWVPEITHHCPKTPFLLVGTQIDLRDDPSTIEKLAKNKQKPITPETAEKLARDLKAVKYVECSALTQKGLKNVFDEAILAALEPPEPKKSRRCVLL
Mcl1-Bid inh = disrupts binding of human Mcl-1 to Bid peptide. AID 1021. Q07820. hit rate 0.97% among 220,000. inhibition, % at 21.7 µM. TR-FRET Mcl-1/Bid-Dy647 peptide binding, 1536-well;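 active means compounds that cut the binding signal by more than half at the single screening dose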;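 further: His-tagged Mcl-1 with europium anti-His antibody binding Bid BH3 peptide; 0% = Mcl-1 plus peptide wells and 100% = peptide-only wells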
Pf gamet viab = kills late stage P. falciparum gametocytes; P. falciparum stage V gametocytes, ATP luminescence, 24 h; inhibition, % at 10.9 µM; hit rate 0.065% among 150,000; AID 743093;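 active means inhibition above the mean plus 3 SD of compounds within the control limits, set per campaign, cut at about 38% in these data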;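 further: 0% = DMSO wells and 100% = medium only without gametocytes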
GSH bead fluor = compound fluoresces at 488/530 nm on GSH beads; GSH beads flow cytometry, compound fluorescence 488/530 nm; stronger effect = higher value; hit rate 0.25% among 190,000; fluorescence (KMESF) at 10 µM; in the data active means fluorescence above about 89;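 further: glutathione beads carrying GST-tagged Bcl family fusion proteins plus one bare bead set; values are compound well signal with DMSO vehicle wells as background; inactives centre near 16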
Rac1 act GTP bind = human Rac1 activated mutant GTP binding change. percent activity (GTP binding), % at 10 µM. hit rate 0.11% among 190,000. GST-Rac1 activated beads, fluorescent GTP binding, flow cytometry; actives lie on both sides; 100% means binding = to untreated wells. P63000;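 active means GTP binding at least 20 percentage points away from the 100% baseline, in either direction, so actives lie on both sides; inconclusive means Compound likely fluorescent itself, or too few beads counted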
Rac1 wt GTP bind = alters GTP binding to wildtype human Rac1; GTP binding activity (% of control), % at 10 µM; AID 757; P63000; GST-Rac1 beads, fluorescent GTP binding, flow cytometry; actives lie on both sides; 0 = cold GTP competed, 100 = untreated; hit rate 0.27% among 190,000;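 active means GTP binding activity at least 20 points away from the 100% control level, either lower or higher; inconclusive means compound flagged as likely green fluorescent, judged across all proteins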
Avidin fluor = avidin bead compound fluorescence profile. hit rate 0.38% among 220,000. fluorescence (KMESF) at 10 µM. Avidin beads, compound fluorescence 488/530 nm, flow cytometry; stronger effect = higher value; in the data active means fluorescence above about 47; further: inactives centre near 10
Rab7 wt GTP bind = modulators of GTP binding to dog Rab7 wildtype GTPase; hit rate 0.055% among 190,000; GTP binding activity (percent of control), % at 10 µM; GST-Rab7 beads, fluorescent GTP binding, flow cytometry; actives lie on both sides; untreated = 100%, excess cold GTP = 0%;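 active means fluorescent GTP binding to Rab7 beads changed by at least 20 points from the 100% baseline, either direction, mostly lower; inconclusive means compound itself probably fluorescent, or too few beads counted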;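 further: median green fluorescence of bound Bodipy-FL-GTP per Rab7 bead population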
Numbers without * were called inactive; ? = inconclusive; . = not tested or not shown.

entry	Structure	HRas wt GTP bind	Rab2 wt GTP	Mcl1 Noxa PPI	Cdc42 wt GTP	Mcl1-Bid inh	Pf gamet viab	GSH bead fluor	Rac1 act GTP bind	Rac1 wt GTP bind	Avidin fluor	Rab7 wt GTP bind
1	COc1ccc(CCNc2oc(-c3cccc4ccccc34)nc2P(=O)(OC)OC)cc1OC	97	97	-1	98	-14	-24	6	101	98	2	99
2	COc1ccnc(Nc2ccc(C)c(C)c2)c1C#N	?	?	-1	?	4	.	21	?	?	15	?
3	O=C(Cn1cnc2c(oc3ccccc32)c1=O)NCc1ccccc1	100	100	12	104	3	.	26	100	106	7	99
4	O=C(O)CCc1nn2c3ccccc3n(CC(=O)c3ccccc3)c2nc1=O	99	99	28	101	74*	.	38	97	99	6	97
5	CN(C)S(=O)(=O)Oc1ccsc1C(=O)Nc1cccc(Cl)c1	98	99	18	99	-8	.	15	99	100	9	101
6	COc1ccccc1C(=O)NC(CCSC)C(=O)NC1CCCCCC1 (stereo not given)	100	101	1	96	-37	-19	15	94	101	9	104
7	CC(=O)c1c(C(C)=O)c(C)n(-c2ccc(O)cc2)c1C	94	90	8	90	-26	1	16	93	92	27	92
8	Cc1nn(C)c(C(=O)N2CCc3ccccc32)c1Br	101	101	12	102	-5	-36	15	101	106	13	102
9	O=C(Nc1ccccc1O)c1ccc(NS(=O)(=O)c2cccc3cccnc23)cc1	95	93	12	91	3	.	31	91	96	7	93
10	CNc1nc(Nc2ccc(C)c(Cl)c2)nc(N)c1[N+](=O)[O-]	100	98	27	101	20	3	18	99	101	14	99
11	Cc1ccc(C(=O)OC2=CC(=O)CC(C)(C)C2)cc1	100	98	-3	99	89*	-33	31	97	103	7	97
12	CCCCC(=O)NCc1ccc(Cl)cc1	98	100	16	102	3	.	8	102	104	1	97
13	CCOC(=O)c1c(-c2ccc(C)o2)csc1NC(=O)COC(=O)c1cccs1	98	99	25	100	4	.	23	98	102	33	99
14	CN(CC(=O)Nc1ccc(C#N)cc1)Cc1ccc(Cl)c(Cl)c1	105	102	12	104	-3	.	14	99	101	32	105
15	COc1ccc(NC(=O)C(=S)N2CCCC2)cc1	99	97	0	95	-23	-6	15	98	98	18	105
16	COn1c(C)c(C(C)=O)c2c3no[n+]([O-])c3ccc21	97	100	4	97	1	11	32	98	100	7	97
17	COc1ccc2[nH]c(=O)c(NC(N)=S)nc2c1	88	85	15	91	-57	.	19	94	97	16	93
18	CC(C)(C)C(=O)N=C1SC2CS(=O)(=O)CC2N1c1ccc2c(c1)OCO2 (stereo not given)	99	97	9	95	-31	-1	24	92	97	14	100
19	O=C(c1ccc(F)cc1)N1CCC(n2nnc3ccccc32)CC1	94	101	33	95	9	-4	13	96	98	34	97
20	Cc1nnc(SCC(=O)N2CCc3ccccc32)n1-c1ccccc1	101	100	4	100	7	.	33	99	103	13	103
21	C/C(=N\NC(=O)c1ccc(CSc2nc(C)cc(C)n2)cc1)C1CCCCC1	101	98	35	98	-62	-10	6	98	110	0	104
22	COC(=O)Cn1cnc2c(C#N)c3n(c2c1=O)CCCC3	101	99	6	102	-9	.	26	99	103	5	99
23	O=C(NCc1ccccc1)C1CC(=O)N(C2CCCCCC2)C1 (stereo not given)	100	101	8	102	4	-1	20	95	100	4	105
24	O=C(COC(=O)COc1cccc(F)c1)NCCC1=CCCCC1	99	98	23	99	-40	1	17	94	100	25	102
25	CCCOC(=O)c1ccc(NC(=O)C(=O)NCC2CCCO2)cc1 (stereo not given)	98	97	-5	101	-9	-1	11	99	100	14	97
26	C=CCOc1ccc(/C(O)=C2\C(=O)C(=O)N(CCCOC)C2c2ccncc2)cc1 (stereo not given)	104	104	4	105	-20	.	16	98	106	26	103
27	CSc1nnc(-c2cc(C)on2)n1-c1ccccc1	99	98	9	102	-4	-7	11	99	101	9	98
28	COCCCN1C(=O)c2ccccc2C1C(=O)NC1CCCCCC1 (stereo not given)	102	100	2	103	13	-8	16	99	102	5	101
29	COc1ccc(S(=O)(=O)Nc2cc3c4c(oc3c3ccccc23)CCCC4=O)cc1	101	98	18	100	-43	31	37	97	107	10	98
30	O=C(CCc1n[nH]c(=O)[nH]c1=O)Nc1cccc([N+](=O)[O-])c1	99	94	21	93	-28	.	12	93	98	7	97

A second format for 3 compounds above:
7) CC(=O)c1c(C(C)=O)c(C)n(-c2ccc(O)cc2)c1C
8) Cc1nn(C)c(C(=O)N2CCc3ccccc32)c1Br
9) O=C(Nc1ccccc1O)c1ccc(NS(=O)(=O)c2cccc3cccnc23)cc1
Assay by compound	7	8	9
HRas wt GTP bind	94	101	95
Rab2 wt GTP	90	101	93
Mcl1 Noxa PPI	8	12	12
Cdc42 wt GTP	90	102	91
Mcl1-Bid inh	-26	-5	3
Pf gamet viab	1	-36	.
GSH bead fluor	16	15	31
Rac1 act GTP bind	93	101	91
Rac1 wt GTP bind	92	106	96
Avidin fluor	27	13	7
Rab7 wt GTP bind	92	102	93

Six entries from above, ordered by SMILES length, low to high:
entry	Structure	HRas wt GTP bind	Rab2 wt GTP	Mcl1 Noxa PPI	Cdc42 wt GTP	Mcl1-Bid inh	Pf gamet viab	GSH bead fluor	Rac1 act GTP bind	Rac1 wt GTP bind	Avidin fluor	Rab7 wt GTP bind
8	Cc1nn(C)c(C(=O)N2CCc3ccccc32)c1Br	101	101	12	102	-5	-36	15	101	106	13	102
11	Cc1ccc(C(=O)OC2=CC(=O)CC(C)(C)C2)cc1	100	98	-3	99	89*	-33	31	97	103	7	97
28	COCCCN1C(=O)c2ccccc2C1C(=O)NC1CCCCCC1 (stereo not given)	102	100	2	103	13	-8	16	99	102	5	101
5	CN(C)S(=O)(=O)Oc1ccsc1C(=O)Nc1cccc(Cl)c1	98	99	18	99	-8	.	15	99	100	9	101
10	CNc1nc(Nc2ccc(C)c(Cl)c2)nc(N)c1[N+](=O)[O-]	100	98	27	101	20	3	18	99	101	14	99
18	CC(C)(C)C(=O)N=C1SC2CS(=O)(=O)CC2N1c1ccc2c(c1)OCO2 (stereo not given)	99	97	9	95	-31	-1	24	92	97	14	100

Single values from above:
entry 18 | Cdc42 wt GTP: 95
entry 9 | Rab7 wt GTP bind: 93
entry 14 | Rac1 act GTP bind: 99
entry 29 | Rac1 wt GTP bind: 107

Continuation.
entry	Structure	HRas wt GTP bind	Rab2 wt GTP	Mcl1 Noxa PPI	Cdc42 wt GTP	Mcl1-Bid inh	Pf gamet viab	GSH bead fluor	Rac1 act GTP bind	Rac1 wt GTP bind	Avidin fluor	Rab7 wt GTP bind
31	CCOC(=O)Cc1csc(SCC(=O)Nc2sc3c(c2C(N)=O)CCC3)n1	98	100	71*	105	-39	-4	41	97	102	12	97
32	Cc1nn(Cc2ccc(Cl)cc2)c(Cl)c1/C=N/NC(=O)CNc1ccccc1F	96	98	6	99	-11	.	14	97	101	17	98
33	COC(=O)C1=CN(C2CCCCC2)C=C(C(=O)OC)C1c1ccc2c(c1)OCO2	95	97	-7	97	-29	8	12	96	96	11	99
34	COC(=O)CCC(=O)NNC(=O)Cc1ccccc1	101	102	5	100	-3	20	7	97	102	12	105
35	COc1ccc(/C=C/CN2CCCC(CO)(Cc3cccc(Cl)c3)C2)cc1 (stereo not given)	95	97	-15	95	-28	17	13	95	99	12	97
36	Cc1csc2nc(CSc3nncn3-c3ccccc3)c(Br)n12	98	99	9	101	-42	.	52	101	102	25	98
37	O=C(O)CCCCNS(=O)(=O)c1ccc(Cl)c(C(F)(F)F)c1	102	102	6	101	-8	12	14	101	102	8	103
38	Cn1c(Cc2csc(N)n2)nnc1SCC(=O)NCc1ccccc1	100	101	8	101	-7	-9	32	99	104	25	100
39	COc1ccc(C2NC(=O)C(C#N)=C(S)N2c2ccc(C)cc2)cc1OC (stereo not given)	93	94	14	94	-31	1	10	94	97	16	91
40	Cc1cc(S(=O)(=O)NCC(c2ccccc2)c2ccccc2)ccc1-n1cnnn1	102	104	6	101	7	.	24	100	105	35	104
41	COc1ccc(Oc2nccc(-c3ccc(Cl)cc3)n2)cc1	97	97	3	95	1	.	20	93	93	30	97
42	COc1cccc(C2c3[nH]c4ccccc4c3CCN2C(=O)Cn2cncn2)c1OC (stereo not given)	93	95	-14	96	-51	13	13	97	98	11	96
43	COc1ccc(NC(=O)c2cnc3n(c2=O)CCS3)cc1OC	99	101	-1	100	-9	.	15	99	103	24	100
44	CCC1CCc2sc(C(=O)O)cc2C1 (stereo not given)	98	96	-1	96	-13	18	32	95	100	3	99
45	Cc1cc(C)c2c(N)c(C(=O)C(C)(C)C)sc2n1	95	92	13	101	-68	5	15	94	94	9	92
46	C/C(CCN1CCc2nc(-c3ccccc3)c(-c3ccccc3)cc2C1)=N\O[C@@H](C)c1cc(-c2c(C)cc(C)cc2C)no1	104	100	2	102	-6	.	17	102	104	10	95
47	CC(=O)c1c(N2CCOCC2)nc(=O)n(-c2ccccc2)c1C	99	98	-2	100	11	14	12	96	98	9	102
48	O=C(NCC1CCCO1)C1CCN(C2CCN(C3CCCCCC3)CC2)CC1 (stereo not given)	100	100	16	99	-40	.	12	98	99	13	103
49	COc1ccc(N(CC(=O)NCc2ccncc2)S(=O)(=O)c2ccccc2[N+](=O)[O-])c(OC)c1	95	95	16	96	-17	12	18	97	99	11	95
50	COc1cc(/C=C(/NC(=O)c2ccccc2)C(=O)Nc2cccc(O)c2)c([N+](=O)[O-])cc1OC	98	95	11	93	-10	7	32	92	97	13	96
51	O=C(O)CNC(=O)CC1S/C(=N/N=C2\CSC(=O)N2)NC1=O (stereo not given)	100	98	-44	100	-50	-36	8	94	98	19	103
52	Cc1cc(C)c2ccc(=S)[nH]c2n1	99	96	38	97	-73	-5	9	95	99	22	98
53	COc1ccc(CN2CCc3ccccc3C2)c(OC)c1OC	103	101	24	108	13	.	13	104	111	12	100

Down the list, from the results shown:
Compounds 32–38 in Mcl1 Noxa PPI read 6, -7, 5, -15, 9, 6, 8

High-throughput results (PubChem BioAssay)
